Bioassay records as filed in PubChem.
TDP1 block – qHTS Assay for Inhibitors of Tyrosyl-DNA Phosphodiesterase (TDP1); recombinant TDP1, AlphaScreen DNA substrate cleavage; Potency, µM (series often up to 130 µM), for the others: at the highest dose activity change, negative = inhibition, most hits filed as inhibitors; 350,000 compounds, 0.28% hits; further: nearly all actives have a fitted effect of over 40% in size
Target sequence (Q9NUW8 whole entry, looked up): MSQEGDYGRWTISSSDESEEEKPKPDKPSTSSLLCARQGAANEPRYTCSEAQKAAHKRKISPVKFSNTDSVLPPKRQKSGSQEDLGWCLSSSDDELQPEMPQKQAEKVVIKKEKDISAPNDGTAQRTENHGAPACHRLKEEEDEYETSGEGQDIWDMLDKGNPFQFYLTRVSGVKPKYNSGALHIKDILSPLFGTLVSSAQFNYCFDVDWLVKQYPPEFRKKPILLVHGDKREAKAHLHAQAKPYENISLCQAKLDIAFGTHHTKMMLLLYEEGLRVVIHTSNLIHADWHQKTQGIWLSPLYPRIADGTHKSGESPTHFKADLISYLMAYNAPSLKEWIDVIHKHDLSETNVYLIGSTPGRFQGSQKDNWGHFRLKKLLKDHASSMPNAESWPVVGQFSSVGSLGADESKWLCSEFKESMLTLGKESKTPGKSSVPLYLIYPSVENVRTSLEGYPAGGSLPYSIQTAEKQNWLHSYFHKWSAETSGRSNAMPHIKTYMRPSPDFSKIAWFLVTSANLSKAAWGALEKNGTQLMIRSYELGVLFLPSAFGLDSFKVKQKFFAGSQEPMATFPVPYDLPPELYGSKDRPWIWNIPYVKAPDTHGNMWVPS
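Recombinant human Tdp1 (E. coli-expressed, 1 nM final) preincubated with compounds 15 min at room temperature, then 5'-biotin/3'-phosphotyrosine-FITC DNA substrate (15 nM final) added for 5 min. AlphaScreen beads (10 ug/ml final) added 10 min; cleavage lowers signal.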
TDP1 cell noCPT – qHTS for Inhibitors of human tyrosyl-DNA phosphodiesterase 1 (TDP1): qHTS in cells in absence of CPT. DT40 Tdp1-/- hTDP1 cells, no CPT, ATP luminescence, 48 h. Potency, µM (doses to about 46.2 µM), for the others: at the top dose activity change, negative = growth inhibition, most hits filed as inhibitors. 420,000 compounds, 15% hits; further: nearly all actives have a fitted effect of over 55% in size
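Camptothecin absent (DMSO only). Human TDP1-complemented DT40 knockout cells, 400 cells/well, 37 °C for minimum 48 hr; ATP measured via CellTiter-Glo, 30 min dark incubation, luminescence.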
TDP1 cell CPT – qHTS for Inhibitors of human tyrosyl-DNA phosphodiesterase 1 (TDP1): qHTS in cells in presence of CPT; chicken DT40 Tdp1-/-;hTDP1 cells + 20 nM CPT, ATP luminescence, 48 h; Potency, µM (doses to about 46.2 µM), for the others: at the top dose activity change, negative = growth inhibition, usual class: inhibitors; 420,000 compounds, 12% hits; further: nearly all actives have a fitted effect of over 55% in size
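Chicken DT40 Tdp1-/- cells stably complemented with human TDP1 were seeded at 400 cells/well in medium containing 20 nM camptothecin, exposed to pin-transferred compounds, and grown at 37 °C for at least 48 hr. Viability was read as ATP luminescence.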
* marks the source's active call; other numbers are inactive results; u = inconclusive; x = no result given; & = joins results of further samples; [ ] = another dose, or the depositor's remark. The call rests on the fitted dose curve; in most records, active means well fitted curve in the direction sought with a large enough effect; inconclusive means small, poorly fitted or top-dose-only effect, or another doubt; inactive means no such curve, though single readings can be large; an effect the other way counts as inactive or inconclusive. On the % scale 0 is the no-effect control and ±100 the full control effect; potency means the concentration at half of the fitted maximal effect.

SMILES | TDP1 block | TDP1 cell noCPT | TDP1 cell CPT
CCCN(C(=O)c1ccccc1N)c1c(C)n(C)n(-c2ccccc2)c1=O | 4% | 3% | -12%
CC1CC(C)(C)CC2(C1)NC(=O)N(CC(=O)N1CCN(S(=O)(=O)c3cccc(Cl)c3Cl)CC1)C2=O (stereo not given) | x | u | 18µM*
C(=N\Nc1ccc2ccccc2n1)/c1ccc2c(c1)OCCO2 | 5% | u | u
COc1ccc(NC(=O)c2sc(=O)n(Cc3ccc(S(=O)(=O)N(C)C)cc3)c2C)cc1 | x | u | u
Cc1ccccc1C(=O)Nc1ccnn1C1CCN(C(=O)c2ccoc2)CC1 | 3% | 1% | 0%
F[B-](F)(F)c1cncc2ccccc12 | x | -14% | 0%
C=CCNc1cc(C)oc(=O)c1C(=O)CC | 0% | -5% | 8%
Cc1cc(NC(=O)CSc2nnc(-c3ccccc3)n2C)no1 | -3% | -16% | -3%
CCC(=O)NC(c1cccc([N+](=O)[O-])c1)c1c(OC(C)=O)ccc2ccccc12 (stereo not given) | -5% | u | u
CC(=O)c1nc(N2C(=O)CC(Cc3cc(C)cc(C)c3)C2=O)sc1C (stereo not given) | 3% | -22% | 21%
CCOC(=O)N1CCN(C(=O)C[C@@H]2C[C@@]3(C(=O)OCC)CCC=C3N(CCC3=CCCCC3)C2=O)CC1 | x | u | u
COc1ccc(C(=O)O)cc1NC(=S)NC(=O)c1ccc(-c2ccc(Cl)cc2)o1 | x | -23% | -13%
CCCCNC(=O)c1cc2cc(CC)ccc2[nH]1 | -2% | -16% | 0%
O=C(NCC1CCCO1)c1ccc(CS(=O)(=O)c2c(Cl)cccc2Cl)o1 (stereo not given) | 3% | -3% | -6%
COc1cccc(OCCn2cc(C(=O)c3ccco3)c3ccccc32)c1 | 10% | 16µM* | 16µM*
COc1ccc(N2CCN(CC(O)COc3cc(C)ccc3C)CC2)cc1 (stereo not given) | x | u | u
Cc1cc(C)cc(Nc2cc(-c3ccccc3)nc(C)n2)c1 | -5% | 8.2µM* | 9.2µM*
COc1cc(NC(=O)c2c(-c3ccc(C)cc3)nnc3ccccc23)cc(OC)c1OC | 0% | 9% | -20%
CNc1oc(-c2ccccc2)nc1C#N | 4% | -23% | 1%
O=[N+]([O-])c1ccc(S(=O)(=O)NCC2CCCO2)cc1 (stereo not given) | 2% | -9% | -4%
O=C(O)c1ccc(-n2cccc2/C=C2/NC(=O)N(c3ccccc3)C2=O)cc1 | x | -3% | 3%
COc1ccc(C(C)(C)C)cc1S(=O)(=O)NCC1CCCO1 (stereo not given) | x | -30% | -8%
COc1cccc(NC(=O)Nc2ccc3nc(C)c(C)nc3c2)c1 | x | u | u
CCCN(CC(=O)NC(=O)NCc1ccccc1)CC(=O)Nc1ccc(F)c(F)c1F | x | u | u
CN(Cc1ccccc1F)C(=O)c1ccccc1Sc1ccccc1C#N | 4% | u | u
CCCC(=O)Nc1cc(C)c(O)c(-c2nc3ncccc3o2)c1 | 2% | -19% | -9%
CCC(C)(C(=O)NC1CCCCC1)N(Cc1cccs1)C(=O)CC1NC(=O)NC1=O (stereo not given) | -1% | 2% | -9%
CC(C)(C)c1ccc(C(=O)C[N+]2(C)CCCc3ccccc32)cc1 (stereo not given) | x | 1.6µM* | 3.5µM*
Cc1sc(NC(=O)CN(C(=O)c2ccccc2F)C2CCCC2)c(C(N)=O)c1C | 3% | 16µM* | u
Cc1csc(NC(=O)CSc2nccn2Cc2ccco2)n1 | 4% | 13% | 15%

Shown as a markdown table: entries from further up
| structure | TDP1 block | TDP1 cell noCPT | TDP1 cell CPT |
| --- | --- | --- | --- |
| Cc1cc(C)cc(Nc2cc(-c3ccccc3)nc(C)n2)c1 | -5% | 8.2µM* | 9.2µM* |
| COc1cc(NC(=O)c2c(-c3ccc(C)cc3)nnc3ccccc23)cc(OC)c1OC | 0% | 9% | -20% |
| CNc1oc(-c2ccccc2)nc1C#N | 4% | -23% | 1% |
| O=[N+]([O-])c1ccc(S(=O)(=O)NCC2CCCO2)cc1 (stereo not given) | 2% | -9% | -4% |
| O=C(O)c1ccc(-n2cccc2/C=C2/NC(=O)N(c3ccccc3)C2=O)cc1 | x | -3% | 3% |
| COc1ccc(C(C)(C)C)cc1S(=O)(=O)NCC1CCCO1 (stereo not given) | x | -30% | -8% |
| COc1cccc(NC(=O)Nc2ccc3nc(C)c(C)nc3c2)c1 | x | u | u |
| CCCN(CC(=O)NC(=O)NCc1ccccc1)CC(=O)Nc1ccc(F)c(F)c1F | x | u | u |
| CN(Cc1ccccc1F)C(=O)c1ccccc1Sc1ccccc1C#N | 4% | u | u |
| CCCC(=O)Nc1cc(C)c(O)c(-c2nc3ncccc3o2)c1 | 2% | -19% | -9% |
| CCC(C)(C(=O)NC1CCCCC1)N(Cc1cccs1)C(=O)CC1NC(=O)NC1=O (stereo not given) | -1% | 2% | -9% |
| CC(C)(C)c1ccc(C(=O)C[N+]2(C)CCCc3ccccc32)cc1 (stereo not given) | x | 1.6µM* | 3.5µM* |

Later entries
SMILES | TDP1 block | TDP1 cell noCPT | TDP1 cell CPT
COc1ccc(CCNC(=O)COC(=O)/C=C/c2ccc(OCC#N)c(OC)c2)cc1OC | 0% | u | -22%
COc1cc(/C=C2\SC(=S)N(CC(=O)Nc3ccccn3)C2=O)cc(OC)c1OC | 7% | u | -13%
COc1cc(/C=C2\SC(=S)N(NC(=O)c3ccncc3)C2=O)ccc1O | 4% | 2% | 0%
COc1ccc(-c2ccc(CN3C(CC(C)C)C(=O)N(Cc4cn(CCC5OCCCO5)nn4)CCS3(=O)=O)cc2)cc1OC (stereo not given) | x | u | 13µM*
COc1cccc(N2C(=O)C(Cc3c[nH]c4ccccc34)NC2=S)c1 (stereo not given) | 5% | -24% | -20%
CCCCn1nnnc1C(c1ccccc1)N1CCN(CCN2CCOCC2)CC1 (stereo not given) | x | -14% | 2%
COC(=O)C(NC(=O)c1cccnc1Cl)C(C)C (stereo not given) | -3% | -2% | -18%
O=C(Cc1ccc(Cl)cc1)NCCS(=O)(=O)N1CCN(c2ccccc2F)CC1 | x | 5.8µM* | 5.2µM*
CCOc1ncccc1C(=O)Nc1ccc(S(=O)(=O)NC2=NCCCCC2)cc1 | 5% | -24% | 7%
COc1ccc(-c2nc(C(N)=O)c3[nH]c(=O)n(-c4cccc(C)c4)c3n2)c(OC)c1 | 8% | 23µM* | u
CC1Cc2ccccc2N1C(=O)CN1CCN(S(=O)(=O)c2cccs2)CC1 (stereo not given) | 3% | 15µM* | u
Cc1cccc(C(=O)NC2=NC(c3ccc(Cl)cc3)CC(=O)N2)c1 (stereo not given) | 1% | -23% | -1%
O=C(O)C1=NN(c2c(F)c(F)cc(F)c2F)C(=O)CC1 | x | 13% | 5%
Cc1nc(N2CCCC2C(=O)O)c2oc3ccccc3c2n1 (stereo not given) | 1% | 2% | -18%
COc1ccc(NC(=O)c2ccc(C(=O)c3ccccc3)o2)cc1 | 7% | 2.1µM* | u
c1ccc(OCc2noc(CN3CC[C@@H]4CCCC[C@H]4C3)n2)cc1 | -1% | u | u
CC(OC(=O)Cn1cnc2c1c(=O)n(C)c(=O)n2C)C(=O)NCc1ccccc1 (stereo not given) | x | -7% | -2%
CCOc1ccc(C(=O)N(Cc2sccc2C)C2CCS(=O)(=O)C2)cc1 (stereo not given) | 2% | -27% | u
CN(C(=O)CSc1nc2ccccc2[nH]1)C1CCS(=O)(=O)C1 (stereo not given) | 0% | 20% | 5%
Cc1ccc([C@@H]2C[C@H]3[C@@H](CN2S(=O)(=O)c2ccc(C)cc2)C(=O)C[C@@H](c2ccccc2)N3S(=O)(=O)c2ccc(C)cc2)cc1 | x | -28% | -29%
CCc1ccc(CNC(=O)c2c(C)oc3ncnc(N4CCOCC4)c23)cc1 | 1% | u | 13µM*
Cc1ccc(-c2cc(C(F)(F)F)nc(SCC(=O)c3cccc([N+](=O)[O-])c3)n2)cc1 | 5% | u | u
CC1(C)Cc2nc(Cl)c(C(N)=O)cc2CO1 | 3% | -6% | -12%
Cc1cc(=O)oc2cc(OC(C)C(=O)Nc3ccc(N4CCOCC4)cc3)ccc12 (stereo not given) | 2% | -15% | -3%
Cn1c(SCC(=O)c2c(N)n(C)c(=O)n(C)c2=O)nnc1-c1ccccc1F | 2% | -18% | 0%
COc1ccc(-n2nc(C(N)=O)nc2-c2ccccc2)cc1 | x | 2% | 13%
Cc1noc(C)c1C(=O)OCC(=O)Nc1c(F)cccc1F | 0% | 18µM* | 16µM*
NC(=O)C1CCN(C(=O)c2cc(-c3ccc(Cl)cc3)nc3ccccc23)CC1 | 0% | u | 1%
O=C(Nc1cccc(Cl)c1)c1ccc2nc(Cc3ccccc3)oc2c1 | 3% | 21µM* | 21µM*
O=S(=O)(c1cccc(-c2n[nH]c(=S)n2Cc2ccccc2)c1)N1CCOCC1 | x | -5% | -2%
Cc1ccccc1Cn1c(CN2CCN(C(=O)c3ccco3)CC2)nc2c1c(=O)n(C)c(=O)n2C | 1% | -23% | -11%
COc1cccc(N/N=C/c2cccc(Br)c2O)c1 | 11% | u | -19%
Cc1cc(C)c(S(C)(=O)=O)c(Oc2ccc(F)cc2)n1 | 5% | -5% | -7%
Cc1ccc(NC(=O)c2cncc(Br)c2)nc1 | 2% | 6% | -9%
CCOC(=O)C1C(=O)CC(C)(O)C(C(=O)OCC)C1c1ccco1 (stereo not given) | 0% | 21µM* | 18µM*
Cc1nc2ccccc2c(=O)n1NS(C)(=O)=O | 2% | 0% | 10%
O=C(O)CC(NC(=O)C(F)(F)F)c1ccc2c(c1)OCO2 (stereo not given) | -2% | 10% | 5%
COc1ccc(CNC(=O)c2ccc3c(c2)N(Cc2ccccc2F)C(=O)c2ccccc2S3(=O)=O)cc1 | -2% | -17% | -11%
Cc1cc(C)n2nc(SCC(=O)Nc3ccc(S(=O)(=O)N(C)C)cc3)nc2n1 | 0% | -17% | u
O=C(CN1C(=O)c2ccccc2S1(=O)=O)Nc1cccc(S(=O)(=O)N2CCOCC2)c1 | 0% | -19% | 1%
Cc1ccc(C)c(C(O)c2ncc(-c3ccccc3)[nH]2)c1 (stereo not given) | x | -29% | u
NNS(=O)(=O)c1ccc2c(c1)Cc1cc(S(=O)(=O)NN)ccc1-2 | x | -8% | 4%
COC(=O)c1ccc(C2C(C#N)=C(N)Oc3cc(N)ccc32)cc1 (stereo not given) | x | -3% | 0.92µM*
Cc1ccc(C)c(C(O)c2ncc(-c3ccccc3F)[nH]2)c1 (stereo not given) | x | u | u
Cc1cccc(NC(=O)c2c(NC(=O)c3ccccc3)sc3c2CCC3)c1 | 0%[12.3 µM] | -7% | -8%
COc1ccc(S(=O)(=O)N2CC(=O)Nc3ccccc32)cc1F | 4% | -4% | 19%
COc1ccc(CN(C)CC(=O)c2c(N)n(Cc3ccccc3)c(=O)n(C)c2=O)c(OC)c1 | 1% | u | u
O=C1C=C(c2ccccc2)OC(=O)C1C(=O)c1ccccc1 (stereo not given) | -8%&0% | -19% | -18%
CC1CCC(NC(=O)c2ccc(NS(=O)(=O)c3ccc4[nH]c(=O)[nH]c4c3)cc2)CC1 (stereo not given) | x | u | u
COc1ccccc1C(=O)NCC(=O)OC(C)C(=O)NC1CCCCC1C (stereo not given) | 1% | -12% | -9%
CN(C(=O)Cn1nnc(-c2ccc(S(C)(=O)=O)cc2)n1)c1ccccc1 | -1% | -11% | 1%
COc1cc(NC(=O)CCn2c(-c3ccccc3)cc(C(C)=O)c2C)cc(OC)c1 | 9% | 13µM* | u
COc1cccc(N2CCN(S(=O)(=O)c3ccc(-c4cc(C(F)(F)F)on4)s3)CC2)c1 | -5% | -17% | -11%
CC(C)C(=O)N1c2nc(-c3ccco3)nn2C2(CCCCC2)[C@@H]2CCCC[C@@H]21 | -9% | -12% | -22%
CCOC(=O)[C@]12CCCC=C1N(Cc1ccc(Cl)cc1Cl)C(=O)[C@H](CC(=O)N1CCN(C(=O)c3ccco3)CC1)C2 | x | 16µM* | u
Cc1cccnc1CN1CCN(Cc2nc(Cc3cccc(F)c3)no2)CC1 | 3% | 4% | -6%
Cc1cc(OCc2cc(C(=O)N3CCCCCC3)no2)cc(C)c1Cl | -8% | u | 15µM*
O=C(CCSc1ccccc1)NCCN1CCOCC1 | 11% | -10% | -23%
